LRH-1 inv ag: LRH-1 (NR5A2) inverse agonists, primary screen, cell-based, luminescence, HEK293T, StAR-luciferase reporter. LRH-1 transfected, 24 h. inhibition, % at 3.6 µM. hit rate 0.13% among 360,000;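 active = inhibition above the mean inhibition of all tested compounds plus 3 SD, cut at about 73% in these data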;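 note: 0% = DMSO wells and 100% = reporter-only cells lacking LRH-1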
Target sequence (O00482 whole entry, looked up): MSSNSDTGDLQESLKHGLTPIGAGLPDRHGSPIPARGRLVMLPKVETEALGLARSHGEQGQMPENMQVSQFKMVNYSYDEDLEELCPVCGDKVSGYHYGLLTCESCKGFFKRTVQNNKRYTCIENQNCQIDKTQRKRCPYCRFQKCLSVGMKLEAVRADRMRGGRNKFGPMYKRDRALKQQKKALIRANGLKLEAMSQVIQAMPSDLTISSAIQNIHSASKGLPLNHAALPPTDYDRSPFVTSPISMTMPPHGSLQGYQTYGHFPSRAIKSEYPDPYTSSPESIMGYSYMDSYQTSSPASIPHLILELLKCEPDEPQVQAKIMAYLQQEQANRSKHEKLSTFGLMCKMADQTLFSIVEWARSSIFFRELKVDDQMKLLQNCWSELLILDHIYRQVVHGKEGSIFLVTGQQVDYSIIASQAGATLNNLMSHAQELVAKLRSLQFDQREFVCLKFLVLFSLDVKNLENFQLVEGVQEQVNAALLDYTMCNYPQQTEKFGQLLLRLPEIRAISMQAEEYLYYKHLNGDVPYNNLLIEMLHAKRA
COUP-TFII inh: NR2F2 transcriptional activity inhibitors, primary screen, cell-based, luciferase reporter, HEK293T, luminescence; HEK293T NGFI-A luciferase reporter; inhibition, % at 8.6 µM; hit rate 0.7% among 370,000; AID 686940, 2013;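 active = inhibition above a per-plate cutoff, mean inhibition of test wells between control levels plus 3 SD, cut at about 38% in these data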;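 note: cells cotransfected with COUP-TFII expression vector driving the NGFI-A reporter; 0% = median of COUP-TF2 test wells and 100% = reporter-only cells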
TLR9-MyD88 inh: inhibitors of TLR9-MyD88 association in cells, primary screen, cell-based, CHO, BLA complementation, fluorescence; CCF4 FRET ratio; inhibition, % at 4.98 µM; hit rate 0.21% among 340,000;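 active = inhibition above the mean over all tested compounds plus 3 SD, cut at about 21% in these data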;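 note: 0% = DMSO only wells and 100% = clavulanate BLA inhibitor control wells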
Vif imaging: HIV Vif self-association inhibitors, primary screen, imaging, HEK293T, single point. HEK293T cells, Vif self-association by quenched fluorescence, 24 h. inhibition, % at 7.49 µM. hit rate 0.35% among 340,000; in the data active = inhibition above about 50%, passing the limit was not always enough; inconclusive = no clear call, values can overlap the other calls; inactive = below about 31%; note: some results filed as inactive read as strong as hits
TRAIL sens C8: viability loss with TRAIL in NB7+C8 cells, primary screen, TRAIL sensitizer project, cell-based, ATPlite luminescence; hit rate 1% among 360,000; inhibition (viability loss, TRAIL sensitization), % at 10 µM;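 active = compounds causing at least 50% loss of cell viability in the single-dose screen, relative to plate controls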
NCOA1 inh: SRC1 coactivator transcriptional activity inhibitors, primary screen, cell-based, luminescence; Nuclear receptor coactivator 1 (Homo sapiens), Q15788; HEK293 GAL4-SRC1 luciferase reporter; inhibition, % at 3.6 µM; hit rate 0.12% among 360,000; AID 588354, 2011;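 active = inhibition above the campaign mean plus 3 SD, with each screening campaign given its own cutoff, cut at about 60% in these data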;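 note: 0% = DMSO treated cells and 100% = gossypol at 36 µM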
NOD2-RIPK2 inh: NOD2-RIPK2 binding disruptors in cells, primary screen, fluorescence, CHO cells, BLA complementation; Receptor-interacting serine/threonine-protein kinase 2 (Homo sapiens), O43353; CCF4 ratio; inhibition, % at 4.98 µM; hit rate 0.38% among 360,000; in the data active = inhibition above about 21%;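 note: 0% = vehicle only and 100% = reference blocker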
Target sequence (O43353 whole entry, looked up): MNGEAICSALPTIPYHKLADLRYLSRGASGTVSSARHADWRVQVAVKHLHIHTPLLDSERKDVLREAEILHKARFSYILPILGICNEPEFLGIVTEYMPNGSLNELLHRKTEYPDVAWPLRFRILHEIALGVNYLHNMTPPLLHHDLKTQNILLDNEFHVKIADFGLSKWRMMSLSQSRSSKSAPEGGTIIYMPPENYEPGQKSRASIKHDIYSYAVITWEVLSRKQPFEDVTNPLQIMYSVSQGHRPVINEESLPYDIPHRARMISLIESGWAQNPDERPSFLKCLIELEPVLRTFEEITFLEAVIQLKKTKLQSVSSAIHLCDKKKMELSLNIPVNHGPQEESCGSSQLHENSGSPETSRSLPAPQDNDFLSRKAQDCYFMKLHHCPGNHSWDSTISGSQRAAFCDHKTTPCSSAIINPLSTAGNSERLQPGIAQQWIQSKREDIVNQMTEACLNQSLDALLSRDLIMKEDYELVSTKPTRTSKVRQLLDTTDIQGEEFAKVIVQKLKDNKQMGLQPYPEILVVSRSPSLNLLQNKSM
LMP1 NFkB inh: EBV LMP1-driven NF-kappaB luciferase reporter inhibitors, primary screen, cell-based, luminescence, single point; LMP1-induced NF-kappaB luciferase reporter cells; inhibition, % at 12.5 µM; hit rate 0.69% among 350,000; AID 504558, 2011; in the data active = inhibition above about 41%; inconclusive = no clear call, values can overlap the other calls;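 note: 0% = neutral control wells and 100% = reference inhibitor control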
TROY signal inh: inhibitors of TROY-driven NF-kB signaling, primary screen, Q293 LMP1-TROYcd cells, NF-kB luciferase, uHTS | Q293 LMP1-TROYcd NF-kB luciferase reporter, 4 h | inhibition, % at 10 µM | hit rate 0.98% among 360,000;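 active = compounds whose plate-normalised and pattern-corrected inhibition of the luciferase reporter signal at the single screening dose is 50% or more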
NCOA2 inhibitor: inhibition of GAL4-SRC2 driven luciferase reporter, primary screen, SRC2 inhibitor project, cell-based, luminescence; Nuclear receptor coactivator 2 (Homo sapiens), Q15596; HEK293 GAL4-SRC2 luciferase reporter; inhibition, % at 9 µM; hit rate 0.17% among 370,000; AID 651957, 2012;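 active = inhibition above the mean inhibition of all tested compounds plus 3 SD, set per campaign, cut at about 52% in these data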;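 note: 0% = DMSO treated cells and 100% = cells given Gossypol at 36 µM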
SRC3 inh: SRC3 coactivator transcriptional activity inhibitors, primary screen, cell-based, luminescence; Nuclear receptor coactivator 3 (Homo sapiens), Q9Y6Q9; HEK293 GAL4-SRC3 luciferase reporter; inhibition, % at 3.6 µM; hit rate 0.17% among 360,000;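 active = inhibition above a per-campaign cutoff, the mean of all compounds plus 3 SD, cut at about 60% in these data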;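 note: 0% = DMSO-treated cells and 100% = gossypol-treated cells at 36 µM; higher means less SRC3-driven luciferase light from the GAL4 reporter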
The depositor's hits bear a star; ? = inconclusive; nt = no result given; & = joins results of further samples. Only part of the results is shown; the hit share may differ from the screen's.

1. CCCOP(=O)(c1ccc(N(C)C)cc1)C(O)c1ccccc1OC (stereo not drawn)
2. CC(=O)c1cc(C(=O)Nc2ccccc2C(=O)O)oc1C
3. COc1ccc(C(=O)NC2CCN(Cc3ccccc3)C2)cc1S(=O)(=O)N1CCOCC1 (stereo not drawn)
4. O=C(NCCS(=O)(=O)N1CCN(c2ccccc2)CC1)C12CC3CC(CC(C3)C1)C2
5. O=C(Oc1nsnc1N1CCOCC1)N1CCCCC1
6. COc1cc(CNn2c(C)n[nH]c2=S)cc(Cl)c1OCc1ccccc1
7. CC(C)(C)c1ccc(C(=O)NNc2cc(N3CCOCC3)nc(N3CCOCC3)n2)cc1
8. CN1CCC(CNC(=O)Nc2csc3ccccc23)CC1

assay / compound,1,2,3,4,5,6,7,8
LRH-1 inv ag,-10,4,8,4,-2,-31,17,5
COUP-TFII inh,-9,13,-3,-8,6,5,-8,-19
TLR9-MyD88 inh,-2,-3,5,-2,-10,-4,-1,nt
Vif imaging,9,9,-3,-8,-6,-3,-4,-1
TRAIL sens C8,-10,-14,-1,6,-8,-10,-5,7
NCOA1 inh,3,-2,0,7,6,-4,1,-6
NOD2-RIPK2 inh,-12,-6,3,-1,7,-5,11,4
LMP1 NFkB inh,1,-6,-5,7,-9,-13,0,4
TROY signal inh,3,-14,14,1,-16,8,-5,-36
NCOA2 inhibitor,1,-14,4,-20,5,4,9,-30
SRC3 inh,7,17,-13,8,6,4,16,-12

4 entries from above, with bars between the fields.
entry | Compound | LRH-1 inv ag | COUP-TFII inh | TLR9-MyD88 inh | Vif imaging | TRAIL sens C8 | NCOA1 inh | NOD2-RIPK2 inh | LMP1 NFkB inh | TROY signal inh | NCOA2 inhibitor | SRC3 inh
8 | CN1CCC(CNC(=O)Nc2csc3ccccc23)CC1 | 5 | -19 | nt | -1 | 7 | -6 | 4 | 4 | -36 | -30 | -12
5 | O=C(Oc1nsnc1N1CCOCC1)N1CCCCC1 | -2 | 6 | -10 | -6 | -8 | 6 | 7 | -9 | -16 | 5 | 6
4 | O=C(NCCS(=O)(=O)N1CCN(c2ccccc2)CC1)C12CC3CC(CC(C3)C1)C2 | 4 | -8 | -2 | -8 | 6 | 7 | -1 | 7 | 1 | -20 | 8
7 | CC(C)(C)c1ccc(C(=O)NNc2cc(N3CCOCC3)nc(N3CCOCC3)n2)cc1 | 17 | -8 | -1 | -4 | -5 | 1 | 11 | 0 | -5 | 9 | 16

New compounds follow:
9. c1ccc2c(c1)Oc1cccc3cccc-2c13
10. CCOC(=O)C1=NN(c2ccccc2C)C2=NC(C)=C(C(=O)OC)C(c3cccs3)N12 (stereo not drawn)
11. COc1ccc(S(=O)(=O)N2CCC(C(=O)N[C@H](C(=O)NCc3ccco3)C(C)C)CC2)cc1
12. Cc1ccccc1NC(=O)c1ccc(C)c(S(=O)(=O)Nc2ccccn2)c1
13. Cc1ccccc1N(C(=O)c1snc(C(N)=O)c1N)C(C(=O)NCC1CCCO1)c1ccc(F)cc1 (stereo not drawn)
14. COc1ccc(CCN(C)C(=O)C2CCCN(Cc3ccc(OC)c(OC)c3)C2)cc1OC (stereo not drawn)
15. COc1ccc(NC(=O)c2cc3c(=O)n(C)c4ccccc4c3n2C)cc1OC
16. CC(C)(C)OC(=O)NCCCC[C@@H](C(=O)N1CCN(C(=O)OC(C)(C)C)CC1)n1cc(CCC(=O)O)nn1

assay / compound,9,10,11,12,13,14,15,16
LRH-1 inv ag,3,12,0,-9,8,-4&0,-3,0
COUP-TFII inh,14,-3,1,18,23,-5,-13,-26
TLR9-MyD88 inh,-1,6,0,0,2,1&-10,4,1
Vif imaging,10,-2,-3,1,16,-3&3,18,-4
TRAIL sens C8,-4,-6,0,-5,-13,-20&-4,2,1
NCOA1 inh,-52,-14,10,2,-8,12&4,-16,0
NOD2-RIPK2 inh,1,5,5,-5,4,-4&1,-6,9
LMP1 NFkB inh,3,10,8,3,-5,8&22,9,1
TROY signal inh,-11,-5,-2,25,-4,-5&1,4,-7
NCOA2 inhibitor,-11,19,5,-8,-3,-2,-9,16
SRC3 inh,-1,4,7,-7,-13,-1&11,-10,-20

Reprinted from the part before: 2 compounds, then new ones.
15. COc1ccc(NC(=O)c2cc3c(=O)n(C)c4ccccc4c3n2C)cc1OC
16. CC(C)(C)OC(=O)NCCCC[C@@H](C(=O)N1CCN(C(=O)OC(C)(C)C)CC1)n1cc(CCC(=O)O)nn1
17. O=[N+]([O-])c1ccc(C(O)C[n+]2ccccc2)cc1 (stereo not drawn)
18. CCOC(=O)c1sc2nc(C)nc(SCC(=O)NC(C)CCc3ccccc3)c2c1C (stereo not drawn)
19. Cc1nc(C)n(CCNC(=O)c2ccco2)n1
20. Cc1cccc2c(=O)c(C(=O)NCc3cccs3)c[nH]c12
21. O=C(COC(=O)c1ccco1)Nc1nc2ccc([N+](=O)[O-])cc2s1
22. Cc1ccccc1-n1nc2c(c1NC(=O)c1ccc3c(c1)OCO3)CS(=O)(=O)C2
23. O=C(CN1C(=O)C2CC=CCC2C1=O)Nc1nnc(SCc2ccc(F)cc2)s1 (stereo not drawn)
24. COc1ccc2oc(C)c(C(N)=O)c2c1

assay / compound,15,16,17,18,19,20,21,22,23,24
LRH-1 inv ag,-3,0,2,1,11,-7,13,-4,-6,0
COUP-TFII inh,-13,-26,nt,13,9,-1,-12,3,4,0
TLR9-MyD88 inh,4,1,2,-2,0,-1,0,0,0,0
Vif imaging,18,-4,-4,?,0,-5,3,-14,-1,3
TRAIL sens C8,2,1,9,-7,-5,6,-7,-25,-6,-4
NCOA1 inh,-16,0,14,8,-8,-52,12,-23,-4,-4
NOD2-RIPK2 inh,-6,9,-4,8,7,-6,-16,-9,14,-3
LMP1 NFkB inh,9,1,-5,4,8,-13,-4,3,2,-10
TROY signal inh,4,-7,0,-16,13,-60,-4,-6,22,10
NCOA2 inhibitor,-9,16,nt,-16,3,-30,12,-1,-16,7
SRC3 inh,-10,-20,-9,19,-1,-27,17,5,12,13

25. Cn1c(/C=C/c2ccc(Cl)cc2)c([N+](=O)[O-])c(=O)n(C)c1=O
26. CC1(C)CN=C(c2ccccc2)NC1
27. COc1cc(S(=O)(=O)N(Cc2ccccn2)Cc2ccccc2Cl)ccc1-n1cnnn1
28. CC(C)CCNC(=O)Cc1ccccc1[N+](=O)[O-]
29. CCN(CC)CCOc1ccc(/C(=C(/Cl)c2ccccc2)c2ccccc2)cc1
30. CC(=O)Nc1ccc(S(=O)(=O)NNC(=O)COc2ccc(C)cc2)cc1
31. O=[N+]([O-])c1ccc(S(=O)(=O)N2CCN=C2SCc2cccnc2)cc1
32. Nc1cccc(C(=O)Nc2ccc(N)cc2Cl)c1

assay / compound,25,26,27,28,29,30,31,32
LRH-1 inv ag,29,11,3,10,-27&-22,18,8,13
COUP-TFII inh,-6,-9,13,-7,-2,-3,4,-17
TLR9-MyD88 inh,-8,-3,-8,-1,7&3,12,8,-1
Vif imaging,-9,-4,-2,4,2&-2,1,2,10
TRAIL sens C8,2,3,18,-2,33&21,-15,-3,-27
NCOA1 inh,29,0,5,-14,-5&-18,10,0,-62
NOD2-RIPK2 inh,-3,-6,-1,-19,2&-2,-14,4,4
LMP1 NFkB inh,0,1,-2,-2,-28&-6,-3,1,-1
TROY signal inh,4,0,10,-5,-6&-3,1,3,-30
NCOA2 inhibitor,29,-12,-9,-24,-2,-17,0,20
SRC3 inh,62*,-2,20,-12,13&-7,4,0,3

33. CCOc1ccccc1CNS(=O)(=O)c1ccc(-c2cnc(C3CC3)o2)cc1
34. COc1cccc(Nc2nc(-c3sc(C)nc3C)cs2)c1
35. O=C(Nc1nc(=O)n(C(=O)C2CC2)s1)c1ccccc1
36. CCOCC(=O)Nc1cc(C)on1
37. CCc1ccc(C(=O)NNC(=O)C2CSC3(C)CCC(=O)N23)cc1 (stereo not drawn)
38. COc1ccc(S(=O)(=O)N2CCC(C(=O)NCc3ccncc3)CC2)cc1C
39. COc1ccc(N2CCN(C(=O)COC(=O)/C=C/c3ccc(C(F)(F)F)cc3)CC2)cc1
40. CCCNC(=O)OCC12CC3CC(CC(C3)C1)C2

assay / compound,33,34,35,36,37,38,39,40
LRH-1 inv ag,30,-26,-1,15,-13,5,-28,10
COUP-TFII inh,-1,-12,5,6,-16,13,-2,-5
TLR9-MyD88 inh,3,-2,-5,-15,-11,-11,6,-14
Vif imaging,-5,-4,-4,-10,nt,11,nt,8
TRAIL sens C8,13,6,-27,-2,-9,0,12,-9
NCOA1 inh,9,-33,1,-12,10,-12,-5,-13
NOD2-RIPK2 inh,10,7,-9,-3,-8,-5,-7,5
LMP1 NFkB inh,30,-5,-1,6,0,-1,4,6
TROY signal inh,56*,-23,-6,-11,2,-2,13,2
NCOA2 inhibitor,12,-45,-18,-12,-10,-18,14,-16
SRC3 inh,1,-44,17,4,-23,-10,7,-13

41. O=Cc1cc2ccccc2nc1SCc1ccc(Cl)cc1
42. C=CCNC(=O)c1cc(-c2ccccc2O)on1
43. Oc1ccc(-c2nnc(SCc3ccccc3)o2)cc1
44. O=C(CCNC(=O)c1ccc(Br)cc1)NCC(c1ccco1)N1CCCCC1 (stereo not drawn)
45. CCOC(=O)/C(=N\Nc1ncnc2ccccc12)c1ccc(OC)cc1
46. CCc1nnc(NS(=O)(=O)c2ccc(NC(=S)NC(=O)/C=C/c3ccc(C(C)C)cc3)cc2)s1
47. Cc1ccc(C(NC(=O)c2ccccc2S(C)(=O)=O)c2ccccc2)cc1 (stereo not drawn)
48. N#C/C(=C\c1ccccc1)C(=O)Nc1nncs1
49. O=C1CC(c2cccc(Br)c2)c2cc3c(cc2N1)CCC3 (stereo not drawn)
50. COc1ccc(NS(=O)(=O)c2cccc(C(=O)OCC(=O)N3CCN(c4ccc(OC)cc4)CC3)c2)cc1

assay / compound,41,42,43,44,45,46,47,48,49,50
LRH-1 inv ag,12,-43,-103,10,-82,1,10,1,29,3
COUP-TFII inh,2,-50,-21,-4,-32,nt,4,8,6,39*
TLR9-MyD88 inh,16,-4,0,5,-6,-4,1,-9,1,2
Vif imaging,nt,-10,3,-4,-8,3,10,4,nt,-24
TRAIL sens C8,4,2,8,13,5,5,-3,-9,0,3
NCOA1 inh,-34,-84,-75,-4,-59,-3,-3,3,1,1
NOD2-RIPK2 inh,7,-6,-2,-5,-8,3,-3,-15,-7,4
LMP1 NFkB inh,2,-6,-15,-6,0,6,4,-3,4,13
TROY signal inh,0,-53,-22,-8,-19,48,-16,23,21,18
NCOA2 inhibitor,-9,-60,-7,17,-60,nt,4,5,0,8
SRC3 inh,-5,-37,-52,17,-98,-1,7,0,15,12
